RGS8-Gao – modulates binding of RGS8 to human Galphao; P09471; multiplexed bead flow cytometry; actives lie on both sides; response (percent of control binding), % at 10 µM; hit rate 0.34% among 220,000; AID 1423; in the data active = response below about 60% or above about 140%; inactive = in between;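 note: Galphao activated as the GDP aluminium fluoride complex binding bead-coupled RGS8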
RGS4-Gao reg – human RGS4-Galphao interaction regulation; P09471; Multiplexed bead flow cytometry, RGS4-Galphao binding; actives lie on both sides; binding response (% of control), % at 10 µM; hit rate 0.33% among 220,000; in the data active = binding response below about 49% or above about 150%; inactive = in between;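 note: fluorescent Galphao activated with aluminum fluoride binding bead-coupled RGS4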
RGS7-Gao – regulators of human RGS7-Galphao interaction. Multiplexed bead flow cytometry, RGS7-Galphao binding; actives lie on both sides. hit rate 0.35% among 220,000. binding response (% of control), % at 10 µM; in the data active = binding response below about 49% or above about 150%; inconclusive = no clear call, values can overlap the other calls; inactive = in between;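 note: fluorescent Galphao held in activated GDP-AlF4 state binding bead-coupled RGS7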
Mcl-1 Bim block – human Bim-Mcl-1 interaction inhibition; Q07820; Bead-based flow cytometry, Bim peptide-Mcl-1 binding; inhibition, % at 10 µM; hit rate 0.1% among 190,000;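 note: 0% = no compound tracer wells and 100% = peptide blocker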
Bim-Bcl-W – disrupts Bim peptide binding to human Bcl-W; Q92843; bead-based flow cytometry; inhibition, % at 10 µM; hit rate 0.02% among 190,000; AID 952;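 note: 0% = bound tracer without compound and 100% = peptide blocker; higher means less fluorescent Bim peptide bound to Bcl-W beads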
Bim-Bfl-1 – inhibitors of Bim-Bfl-1 interaction, human. Q16548. Bead-based flow cytometry, Bim-Bfl-1 binding inhibition. inhibition, % at 10 µM. hit rate 0.12% among 190,000. AID 1008;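 note: 0% = wells without compound plus tracer and 100% = blocker peptide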
ABCB1 inh – blocks JC-1 efflux by human ABCB1 transporter | CCRF-Adr cells, flow cytometry | inhibition, % at 6.6 µM | hit rate 0.067% among 190,000; in the data active = inhibition above about 40%;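 note: 0% = vehicle and 100% = reference inhibitor; higher value means more JC-1 retained so stronger ABCB1 efflux block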
Bcl-B Bim block – inhibitors of Bim-Bcl-B interaction, human | Q9HD36 | bead-based flow cytometry, Bim peptide-Bcl-B binding | inhibition, % at 10 µM | hit rate 0.073% among 190,000 | AID 951;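 note: 0% = tracer peptide without compound and 100% = reference inhibitor peptide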
Target sequence (Q9HD36 whole entry, looked up): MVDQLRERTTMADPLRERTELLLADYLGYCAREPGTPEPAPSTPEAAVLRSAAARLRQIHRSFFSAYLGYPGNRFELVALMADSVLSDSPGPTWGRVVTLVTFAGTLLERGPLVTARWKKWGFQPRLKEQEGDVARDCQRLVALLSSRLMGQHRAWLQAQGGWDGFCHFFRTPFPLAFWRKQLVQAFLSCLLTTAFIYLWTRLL
ABCG2 block – human ABCG2 inhibition, ABCB1 as counter-screen. Q9UNQ0. IgMXP3 cells, JC-1 efflux, flow cytometry. inhibition, % at 6.6 µM. hit rate 0.1% among 190,000;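 active = inhibition above 80%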;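 note: 0% = DMSO and 100% = nicardipine control wells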
Target sequence (Q9UNQ0 whole entry, looked up): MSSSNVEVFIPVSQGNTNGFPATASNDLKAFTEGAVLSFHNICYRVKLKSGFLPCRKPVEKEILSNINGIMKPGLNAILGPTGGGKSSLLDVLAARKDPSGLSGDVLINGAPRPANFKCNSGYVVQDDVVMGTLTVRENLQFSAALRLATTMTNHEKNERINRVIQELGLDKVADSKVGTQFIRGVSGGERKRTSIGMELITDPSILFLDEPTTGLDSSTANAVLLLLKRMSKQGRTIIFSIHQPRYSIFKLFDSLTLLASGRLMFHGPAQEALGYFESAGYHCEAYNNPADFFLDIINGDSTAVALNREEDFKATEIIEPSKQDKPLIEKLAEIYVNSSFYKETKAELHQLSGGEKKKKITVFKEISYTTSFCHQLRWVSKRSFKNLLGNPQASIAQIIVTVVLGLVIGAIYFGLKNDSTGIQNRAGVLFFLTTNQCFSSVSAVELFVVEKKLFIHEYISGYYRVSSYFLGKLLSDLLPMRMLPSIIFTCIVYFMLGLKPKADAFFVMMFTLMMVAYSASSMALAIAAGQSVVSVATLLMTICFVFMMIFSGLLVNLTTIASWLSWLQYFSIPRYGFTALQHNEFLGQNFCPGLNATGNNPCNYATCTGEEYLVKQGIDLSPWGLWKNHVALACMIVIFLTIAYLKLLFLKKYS
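Test system: ABCG2 IgMXP3 and barcoded ABCB1 CCRF-Adr cell mix; Schedule: cells with compound and JC-1, 10 min at 25 °C, rotating, no wash; Technique: flow cytometry of retained JC-1 fluorescence; Measure: % inhibition of efflux relative to nicardipine and DMSO; Controls: nicardipine high and DMSO low controls.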
Bcl-2 Bim block – human Bim-Bcl-2 interaction inhibition. hit rate 0.06% among 190,000. AID 950. Bead-based flow cytometry, Bim peptide-Bcl-2 binding. inhibition, % at 10 µM; in the data active = inhibition above about 40%; inconclusive = no clear call, values can overlap the other calls;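 note: 0% = no compound wells with probe peptide and 100% = reference peptide inhibitor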
Bcl-XL Bim block – disrupts Bim peptide binding to human Bcl-XL; Q07817; bead flow cytometry, fluorescence; inhibition, % at 10 µM; hit rate 0.04% among 190,000
Target sequence (Q07817 whole entry, looked up): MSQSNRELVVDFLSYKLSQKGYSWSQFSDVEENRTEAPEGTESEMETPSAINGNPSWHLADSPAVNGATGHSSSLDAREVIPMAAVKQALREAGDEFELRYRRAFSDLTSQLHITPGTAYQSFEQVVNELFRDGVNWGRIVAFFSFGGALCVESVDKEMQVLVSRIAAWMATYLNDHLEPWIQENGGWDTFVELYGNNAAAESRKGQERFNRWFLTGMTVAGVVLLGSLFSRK
Numbers without * were called inactive; ? = inconclusive; [ ] = another dose, or the depositor's remark. Cut-off read from the data, not from the text of the source, unless noted: active = inhibition above about 40%.

Start of the listing, in advance, 2 compounds:
| mol | Bcl-B Bim block | RGS4-Gao reg | Bcl-2 Bim block | Bcl-XL Bim block | ABCG2 block | Mcl-1 Bim block | RGS7-Gao | Bim-Bcl-W | RGS8-Gao | ABCB1 inh | Bim-Bfl-1 |
| --- | --- | --- | --- | --- | --- | --- | --- | --- | --- | --- | --- |
| O=C(CCc1nnc(C2CCCCC2)o1)N1CCN(c2ccccc2F)CC1 | -4 | 97 | -3 | -5 | 2 | -1 | 98 | -4 | 99 | 0.7 | -5 |
| CCOc1ccc2c(c1)c(C(C)=O)c(C)n2-c1ccccc1 | -5 | 96 | -5 | -5 | 6 | -3 | 96 | 3 | 99 | 0.8 | -8 |

All compounds of this part (from the top)
| mol | Bcl-B Bim block | RGS4-Gao reg | Bcl-2 Bim block | Bcl-XL Bim block | ABCG2 block | Mcl-1 Bim block | RGS7-Gao | Bim-Bcl-W | RGS8-Gao | ABCB1 inh | Bim-Bfl-1 |
| --- | --- | --- | --- | --- | --- | --- | --- | --- | --- | --- | --- |
| O=C(CCc1nnc(C2CCCCC2)o1)N1CCN(c2ccccc2F)CC1 | -4 | 97 | -3 | -5 | 2 | -1 | 98 | -4 | 99 | 0.7 | -5 |
| CCOc1ccc2c(c1)c(C(C)=O)c(C)n2-c1ccccc1 | -5 | 96 | -5 | -5 | 6 | -3 | 96 | 3 | 99 | 0.8 | -8 |
| Cc1cccc(C(=O)Oc2ccc(/C=N/NC(=O)c3ccccc3O)cc2)c1 | -7 | 87 | -6 | -9 | -1 | -5 | 96 | -7 | 95 | -0.1 | -14 |
| COC(=O)C1=C(C)NC(C)=C(C(=O)OC)C1c1ccccc1OCc1c(C)no[n+]1[O-] | 1 | 93 | 0 | 2 | 4 | 1 | 93 | 0 | 98 | 2.5 | 0 |
| Nc1c(C(=O)O)cnc2nc(N3CCOCC3)nn12 | -3 | 95 | -4 | -3 | 3 | 0 | 94 | -1 | 99 | 0.6 | -5 |
| Cc1cc(C)n2nc(C(=O)NCc3ccccc3)cc2n1 | -11 | 103 | -3 | -5 | 0 | -7 | 103 | -8 | 101 | 0.1 | 0 |
| COC(=O)c1c(C(=O)OC)c2ccncn2c1Cl | -1 | 104 | -2 | -7 | 10 | 0 | 105 | -4 | 102 | 0.2 | -3 |
| OC(COC(c1ccccc1)c1ccccc1)CN1CCc2ccccc2C1 (stereo unspecified) | -5 | 102 | -4 | -9 | -2 | -5 | 100 | -7 | 101 | 7.4 | -3 |
| O=C(CNc1cccc2ccccc12)N/N=C/c1cccc(Oc2ccccc2)c1 | -6 | 99 | -6 | -3 | -2 | 0 | 100 | -2 | 102 | -0.4 | -13 |
| COc1ccc(-c2nn(CCC#N)cc2/C=N/O)cc1OC | -6 | 129 | -3 | -1 | 1 | -2 | 129 | -1 | 131 | 0.5 | -3 |
| Cc1ccc(Cl)cc1N1CCN(CC(O)COCc2ccco2)CC1 (stereo unspecified) | -3 | 106 | -5 | -3 | 30 | -1 | 100 | 0 | 108 | 1.3 | -5 |
| NCC[C@H](O)C(=O)N[C@@H]1C[C@H](N)[C@@H](O[C@H]2O[C@H](CN)[C@@H](O)[C@H](O)[C@H]2O)[C@H](O)[C@H]1O[C@H]1O[C@H](CO)[C@@H](O)[C@H](N)[C@H]1O | -5 | 99 | 0 | -3 | 0 | -2 | 101 | -4 | 100 | 0.4 | 0 |
| COc1ccc(OC)c(S(=O)(=O)Nc2ccccc2C(=O)O)c1 | -4 | 100 | -1 | -4 | 1 | -7 | 104 | 1 | 102 | 0.5 | -1 |
| CC(N=Cc1cccc(O)c1O)c1ccccc1 (stereo unspecified) | -5 | 63 | -2 | -11 | 4 | -9 | 60 | -4 | 73 | 3.8 | -6 |
| Cc1ccc2nc(NC(=O)CCNS(=O)(=O)c3ccc(Br)s3)sc2c1 | -7 | 98 | -7 | -1 | 0 | 0 | 102 | 2 | 100 | -0.2 | -13 |
| O=C(CCc1ccccc1)Nc1ncn[nH]1 | 3 | 99 | -4 | 1 | 10 | 0 | 103 | -1 | 101 | 0.1 | -2 |
| O=C(Nc1ccc(Cl)c(S(=O)(=O)N2CCOCC2)c1)c1cn2ccccc2n1 | 0 | 94 | 0 | 0 | 1 | 0 | 92 | 0 | 97 | 0.0 | -1 |
| CC1CCCN(C(c2cccs2)c2nnnn2Cc2ccccc2)C1 (stereo unspecified) | -2 | 98 | -3 | 1 | 3 | 0 | 99 | -1 | 100 | 1.0 | -2 |
| O=C(c1ccc2c(c1)C(=O)N(Cc1ccco1)C2=O)N1CCOCC1 | -8 | 114 | -3 | -2 | 1 | -1 | 106 | 1 | 105 | 0.0 | -8 |
| O=C(Cn1cc(SCc2ccc(Cl)cc2)c2ccccc21)N1CCOCC1 | -10 | 100 | -10 | -12 | 1 | -4 | 99 | -4 | 99 | 0.4 | -14 |
| Cc1nnc(SCc2ccccc2)n(N)c1=O | -10 | 104 | -5 | -8 | -1 | -5 | 107 | -6 | 103 | 0.3 | -9 |
| Cc1ccc(NS(=O)(=O)c2cc(C(=O)N(C)C)ccc2C)cc1C | -2 | 98 | 0 | -1 | 0 | 1 | 89 | 0 | 98 | 0.0 | -6 |
| Nc1c(NCc2ccccc2)c(=O)[nH]c(=O)n1Cc1ccccc1 | -3 | 98 | -3 | -7 | 0 | -6 | 96 | -1 | 99 | 0.2 | -2 |
| C/C(=N/NC(=O)C1CCCCC1)c1ccc([N+](=O)[O-])cc1 | -4 | 94 | 0 | -2 | 21 | 5 | 93 | -2 | 99 | 1.3 | 0 |
| Cc1ccccc1Cn1nc(C)c(NC(=O)c2noc3c2CCc2ccccc2-3)c1C | -4 | 101 | -11 | -4 | 0 | -3 | 98 | -2 | 103 | 0.2 | -11 |
| CC(=O)NCc1ccc(C(=O)CCl)cc1 | -3 | 94 | -2 | 0 | 3 | -1 | ? | -2 | 96 | 0.4 | -1 |
| CCN(CC(=O)Nc1ccccc1OC)CC(=O)Nc1ccccc1C(F)(F)F | -4 | 101 | -1 | -6 | 9 | 0 | 104 | 0 | 99 | 2.1 | -3 |
| CC1(C)C(c2ccccn2)=[N+]([O-])C(C)(C)N1O | 0 | 101 | 0 | 0 | 1 | -2 | 99 | -1 | 101 | 0.2 | 0 |
| CCCCN(C)C(=O)Cn1cnc2sc(C)cc2c1=O | 1 | 109 | 1 | 0 | -2 | -4 | 155*[activator] | -1 | 98 | -0.4 | 0 |
| COc1cccc(/C=N/Nc2snc(SC)c2C#N)c1 | -32 | 96 | 0 | -4 | 0 | -2 | 98 | -3 | 99 | 0.1 | 10 |
| CC(=O)Nc1cccc(-c2csc(Nc3ccc(Cl)cn3)n2)c1 | -2 | 98 | 0 | -2 | 1 | 0 | ? | 0 | 98 | 0.4 | -6 |
| O/N=C/c1cn(-c2ccccc2)nn1 | 0 | 102 | -2 | 0 | 1 | 0 | 99 | 0 | 101 | 0.3 | -2 |
| Cc1nc2sc(C(=O)c3ccccc3)c(N)c2c2c1CCCC2 | 1 | 101 | -13 | 1 | -9 | 1 | 103 | -1 | 107 | -0.6 | -5 |
| CC1(C)OC(=O)C(=CNc2ccccc2)C(=O)O1 | -5 | 96 | -1 | -6 | 1 | -2 | 95 | -3 | 99 | 0.2 | -2 |
| CCOC(=O)C(NC(=O)c1ccc(OC)cc1)(N1CCOCC1)C(F)(F)F (stereo unspecified) | -2 | 93 | -3 | -3 | 0 | 1 | 95 | 0 | 91 | 0.4 | -5 |
| Cc1ccc[n+](C(C)C(=O)Nc2ccc(C)c([N+](=O)[O-])c2)c1 (stereo unspecified) | -10 | 104 | -10 | -9 | 2 | -5 | 103 | -1 | 103 | 0.5 | -17 |
| COc1ccc(Cl)cc1NC(=O)CCN1CCN(C)CC1 | 0 | 100 | 1 | 0 | 3 | 0 | 93 | 0 | 102 | 0.8 | 0 |
| O=C1NC(=Nc2ccc(O)cc2)S/C1=C/c1ccco1 | -2 | 96 | -1 | -2 | 8 | 0 | 91 | -1 | 101 | 0.0 | 0 |
| O=C(CSc1ncnc2sc3c(c12)CCCC3)c1ccccc1 | -2 | 94 | 0 | -6 | 17 | -1 | 94 | -4 | 84 | 1.7 | 5 |
| CCCCOc1ccc(C(=O)N2CCCC2)cc1 | -1 | 95 | 0 | -3 | 2 | 0 | 97 | -1 | 101 | 0.2 | -4 |
| N/C(=N\OC(=O)N1c2ccccc2Sc2ccccc21)c1ccccc1 | -4 | 100 | 0 | -3 | -5 | 0 | 99 | 3 | 102 | -1.0 | 0 |
| O=C1CC(Nc2ccccc2)C(=O)N1CCc1ccccc1 (stereo unspecified) | -1 | 90 | 0 | -2 | 1 | -1 | 90 | -3 | 98 | 0.3 | 0 |
| Cc1cccc(NC(=O)C(C)N2C(=O)C3C4CC(C(Br)C4Br)C3C2=O)c1 (stereo unspecified) | -1 | 101 | 0 | 0 | 6 | 0 | 103 | 1 | 103 | 0.4 | -1 |
| O=C(CN1C(=O)C2CC=C(Cl)CC2C1=O)N1CCOCC1 (stereo unspecified) | -9 | 98 | -9 | -8 | 1 | -4 | 100 | -5 | 97 | 0.3 | -8 |
| Cc1ccc(S(=O)(=O)N2CCCCC2)cc1NC(=O)COC(=O)C1=COCCO1 | -1 | 101 | 0 | 0 | 2 | -2 | 99 | -2 | 100 | -0.4 | 0 |
| CC(C)(C)C(=O)Oc1cc(N)n(S(=O)(=O)c2ccccc2)n1 | -7 | 104 | -5 | -14 | -1 | -17 | 106 | 2 | 104 | -0.1 | -11 |
| O=S(=O)(Nc1ccc(-c2nnc(SCc3ccc(Cl)cc3)o2)cc1)c1ccccc1 | 1 | 97 | 0 | 3 | -1 | 4 | 98 | 4 | 97 | 0.5 | -13 |
| CN(C)S(=O)(=O)c1ccc(C(=O)NCCOc2ccc(F)cc2)cc1 | 2 | 96 | 3 | -1 | 1 | 0 | 96 | 2 | 92 | 0.1 | 6 |
| CCc1nn2c(=O)cc(N3CCN(c4cc(C)nc5ccccc45)CC3)nc2s1 | -4 | 104 | -2 | -2 | 6 | -1 | 105 | -1 | 99 | 1.3 | -1 |
| CC(=O)C1=C(O)C(=O)N(CCCO)C1c1ccccc1 (stereo unspecified) | -4 | 101 | -4 | -4 | 1 | 3 | 107 | -2 | 99 | 0.0 | -10 |
| O=C(CSc1nc2ccccc2c(=O)[nH]1)N1CCN(S(=O)(=O)c2ccccc2)CC1 | 3 | 100 | -19 | 10 | 2 | -2 | 100 | 21 | 99 | 0.6 | -9 |
| O=C(N=Nc1c(O)[nH]c2ccccc12)c1cc(NS(=O)(=O)c2cccs2)cc(NS(=O)(=O)c2cccs2)c1 | 3 | 98 | 8 | 2 | -1 | 3 | ? | 0 | 100 | -1.1 | 4 |
| CN(CC(=O)N1CCN(c2ccccn2)CC1)S(=O)(=O)c1ccc(Br)cc1 | -6 | 104 | -3 | -4 | 1 | -3 | 104 | -1 | 104 | 0.5 | -1 |
| Clc1ccc2nc(-c3ccc(Br)s3)cn2c1 | -10 | 102 | -7 | -3 | 15 | -1 | 99 | -3 | 101 | 0.1 | -16 |
| Fc1ccc(CCNC(=S)Nc2ccc(F)c(Cl)c2)cc1 | -7 | 103 | -1 | -2 | 0 | 0 | 98 | -3 | 99 | -0.2 | -2 |
| O=C(Nc1cccnc1)c1ccccc1O | -2 | 100 | -3 | -1 | 10 | -3 | 101 | -6 | 103 | 1.7 | -1 |

Bioassay records: PubChem BioAssay, NMMLSC
